TLR9-MyD88 inh – inhibitors of human TLR9-MyD88 binding. Q9NR96+Q99836. CHO BLA complementation TLR9-MyD88, CCF4 FRET ratio. inhibition, % at 4.98 µM. hit rate 0.21% among 340,000. AID 504734;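 active means inhibition above the mean over all tested compounds plus 3 SD, cut at about 21% in these data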;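 further: 0% = DMSO only wells and 100% = clavulanate BLA inhibitor control wells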
NR2F2 inh – inhibitors of human COUP-TFII (NR2F2) | P24468 | HEK293T NGFI-A luciferase reporter, luminescence | inhibition, % at 8.6 µM | hit rate 0.7% among 370,000 | AID 686940;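 active means inhibition above a per-plate cutoff, mean inhibition of test wells between control levels plus 3 SD, cut at about 38% in these data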;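 further: cells cotransfected with COUP-TFII expression vector driving the NGFI-A reporter; 0% = median of COUP-TF2 test wells and 100% = reporter-only cells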
SRC1 inh – inhibitors of human steroid receptor coactivator 1 (SRC1); HEK293 GAL4-SRC1 luciferase reporter, luminescence; inhibition, % at 3.6 µM; Q15788; hit rate 0.12% among 360,000;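 active means inhibition above the campaign mean plus 3 SD, with each screening campaign given its own cutoff, cut at about 60% in these data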;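 further: 0% = DMSO treated cells and 100% = gossypol at 36 µM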
MC4R antagonist – blocks human MC4R cAMP signaling | P32245 | MC4R-expressing cells, MTII-stimulated cAMP, LANCE TR-FRET | inhibition, % at 6.5 µM | hit rate 0.48% among 360,000;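 active means inhibition above its plate's cutoff, the mean of tested wells on that plate plus 3 SD, cut at about 29% in these data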;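 further: 0% = Melanotan II alone and 100% = Melanotan II plus saturating MCL0020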
Target sequence (P32245 whole entry, looked up): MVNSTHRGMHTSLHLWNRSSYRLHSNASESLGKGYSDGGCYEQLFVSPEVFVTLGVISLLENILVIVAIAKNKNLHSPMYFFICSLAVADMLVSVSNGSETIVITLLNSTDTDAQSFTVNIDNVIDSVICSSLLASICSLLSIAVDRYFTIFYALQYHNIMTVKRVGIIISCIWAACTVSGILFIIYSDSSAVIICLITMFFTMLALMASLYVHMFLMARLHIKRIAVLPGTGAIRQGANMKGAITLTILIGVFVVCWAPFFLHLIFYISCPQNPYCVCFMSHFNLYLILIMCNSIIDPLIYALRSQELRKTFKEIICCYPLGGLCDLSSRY
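System: U2OS cells stably expressing human melanocortin 4 receptor (MC4R). Reagent: Melanotan II challenge after compound preincubation. Doses: 6.5 µM. Times: 30-min compound, 1-h challenge, 1-h detection, room temperature. Measured by: TR-FRET with Eu-cAMP and labeled anti-cAMP, 671 nm. Replicates: singlicate.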
NOD2-RIPK2 inh – inhibitors of human NOD2-RIPK2 interaction; inhibition, % at 4.98 µM; hit rate 0.38% among 360,000; CHO BLA complementation NOD2-RIPK2, CCF4 ratio; O43353; in the data active means inhibition above about 21%;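 further: 0% = vehicle only and 100% = reference blocker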
EBV LMP1 NFkB – inhibitors of Epstein-Barr LMP1-induced NF-kappaB reporter; LMP1-induced NF-kappaB luciferase reporter cells, luminescence; inhibition, % at 12.5 µM; hit rate 0.69% among 350,000; in the data active means inhibition above about 41%;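 further: 0% = neutral control wells and 100% = reference inhibitor control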
SRC3 inh – inhibitors of human steroid receptor coactivator 3 (SRC3); HEK293 GAL4-SRC3 luciferase reporter, luminescence; inhibition, % at 3.6 µM; hit rate 0.17% among 360,000; Q9Y6Q9; AID 588352;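 active means inhibition above a per-campaign cutoff, the mean of all compounds plus 3 SD, cut at about 60% in these data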;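 further: 0% = DMSO-treated cells and 100% = gossypol-treated cells at 36 µM; higher means less SRC3-driven luciferase light from the GAL4 reporter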
ABHD5-PLIN5 inh – inhibitors of human ABHD5-perilipin-5 interaction | inhibition, % at 4 µM | Split G. princeps luciferase complementation, luminescence, 4 h | hit rate 0.78% among 360,000 | Q00G26+Q8WTS1;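 active means inhibition above the mean inhibition across every tested compound plus 3 SD, cut at about 22% in these data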;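 further: 0% = DMSO only wells and the 100% control is not disclosed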
SRC2 inh – human SRC2 (NCOA2) inhibition; Q15596; HEK293 GAL4-SRC2 luciferase reporter, luminescence; inhibition, % at 9 µM; hit rate 0.17% among 370,000; AID 651957;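 active means inhibition above the mean inhibition of all tested compounds plus 3 SD, set per campaign, cut at about 52% in these data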;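 further: 0% = DMSO treated cells and 100% = cells given Gossypol at 36 µM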
MC4R ag barr – agonists of human melanocortin 4 receptor (MC4R) beta-arrestin. hit rate 0.98% among 360,000. U2OS MC4R beta-arrestin complementation, luminescence; percent of melanotan II response, DMSO zero. activation, % at 8.9 µM;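 active means activation above a per-plate cutoff, the mean activation of sample wells on that plate plus 3 SD, cut at about 8% in these data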
NR5A2 inv ag – suppresses constitutive activity of human LRH-1; O00482; HEK293T StAR-luciferase reporter, LRH-1 transfected, 24 h; inhibition, % at 3.6 µM; hit rate 0.13% among 360,000; AID 602396;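 active means inhibition above the mean inhibition of all tested compounds plus 3 SD, cut at about 73% in these data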;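 further: 0% = DMSO wells and 100% = reporter-only cells lacking LRH-1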
Target sequence (O00482 whole entry, looked up): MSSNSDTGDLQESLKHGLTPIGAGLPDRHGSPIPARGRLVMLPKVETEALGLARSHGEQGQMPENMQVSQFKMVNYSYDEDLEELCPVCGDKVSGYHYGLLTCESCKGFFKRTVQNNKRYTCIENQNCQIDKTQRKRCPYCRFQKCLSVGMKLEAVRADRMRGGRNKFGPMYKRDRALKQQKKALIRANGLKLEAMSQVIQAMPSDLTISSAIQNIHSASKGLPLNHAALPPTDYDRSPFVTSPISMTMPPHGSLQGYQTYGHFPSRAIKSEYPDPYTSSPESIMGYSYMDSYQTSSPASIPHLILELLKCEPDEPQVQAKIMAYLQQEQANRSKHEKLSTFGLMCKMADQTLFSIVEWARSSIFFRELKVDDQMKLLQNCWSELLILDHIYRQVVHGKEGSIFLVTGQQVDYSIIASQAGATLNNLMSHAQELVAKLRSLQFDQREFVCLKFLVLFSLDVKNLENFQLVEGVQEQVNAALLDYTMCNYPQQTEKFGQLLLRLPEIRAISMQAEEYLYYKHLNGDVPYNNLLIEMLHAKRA
* hit, by the source's call; x = not tested or not shown.

SRC2 inh	ABHD5-PLIN5 inh	NR2F2 inh	SRC3 inh	TLR9-MyD88 inh	SMILES	NR5A2 inv ag	EBV LMP1 NFkB	SRC1 inh	NOD2-RIPK2 inh	MC4R ag barr	MC4R antagonist
-14	-3	-12	12	-8	O=C(C1CCCCC1)N1C[C@H](n2cc(C3CC3)nn2)[C@@H](O)C[C@@H]1c1ccc(Cl)cc1	29	-3	-15	-11	1.3	0
15	9	3	10	-2	CCOC(=O)c1c(C)oc2ccc(OS(C)(=O)=O)cc12	-6	6	-12	1	-1.8	8
19	-1	-11	6	3	Cc1sc(NC(=O)/C=C/c2ccc(C(C)C)cc2)c(C#N)c1C	-2	-6	-13	-6	3.5	6
-3	-1	15	9	6	CCCN(C(=O)COC(=O)COc1c(C)cccc1C)c1c(N)n(Cc2ccccc2)c(=O)[nH]c1=O	14	-1	-23	12	-2.3	8
-2	1	10	9	11	CC(=O)c1ccccc1NS(=O)(=O)c1ccc2c(c1)CC(=O)N2	5	-4	0	-2	-1.6	-3
-8	-4	-1	-6	-8	COc1ccc(OC)c(-c2nn(-c3ccccc3)cc2C(=O)N2CCc3ccccc3C2)c1	1	2	0	-1	-0.8	-1
-22	-2	7	-32	-3	CCOc1ccc(NC(=O)C23CC4CC(C2)CC(c2ccccc2)(C4)C3)cc1	5	-3	6	5	-0.8	9
14	15	-22	-3	-13	COc1ccccc1NC(=O)C1CCCN(c2ncnc3c2nc2n3CCCCC2)C1 (configuration not stated)	7	2	-21	-6	0.3	0
-58	4	-37	-132	-1	Cn1c(O)c(N=NC(=O)c2ccco2)c2ccccc21	-132	-7	-113	0	1.5	-33
4	-14	-5	13	12	OC(c1cc(-c2ccc(C(F)(F)F)cc2)nc(C(F)(F)F)c1)C1CCCCN1 (configuration not stated)	20	-12	-58	16	1.8	-4
-9	-7	-1	8	-10	O=C(CN(CCc1ccccc1)Cc1ccccc1)Oc1ccccc1P(=O)(O)O	-4	-2	-12	2	-1.3	0
13	7	14	2	-12	O=C(/C=C/c1ccccc1[N+](=O)[O-])Nc1cccc(S(=O)(=O)NC2=NCCCCC2)c1	8	0	16	-14	-0.4	2
-2	1	11	13	9	CSc1ccc(C(=O)C2CCCN(C(=O)c3ccc(C)nc3)C2)cc1 (configuration not stated)	5	-6	-6	6	-0.7	3
-11	3	-5	-6	3	O=C(CN1CCN(C(c2ccccc2)c2ccccc2)CC1)Nc1ccc(N2CCOCC2)cc1	-7	0	0	-8	-2.5	9
3	1	-5	17	7	CCOc1ccc(S(=O)(=O)NCCCN2CCOCC2)c2ccccc12	-8	10	4	1	-2.3	4
-71	0	-33	-87	-1	Cc1ccc(N=C/C(C(=O)C(F)(F)F)=C(\O)c2ccco2)cc1Cl	-148	-12	-116	5	-1.4	10
13	-6	10	-10	-5	CCn1ncc(CN2CCN(C(=O)Nc3ccccc3C(=O)OC)CC2)c1C	-9	2	2	-3	-1.2	-2
-27	5	-40	-70	-4	O=C(Nc1cccc(Cl)c1)c1cnc[nH]1	-57	-18	-45	-8	0.2	10
-7	-6	8	19	6	NC(=O)NC(c1ccc(Cl)cc1)c1ccccc1Cl (configuration not stated)	4	-2	2	-2	-0.2	15
-26	6	9	x	x	O=C(C[C@H]1CC[C@@H]2[C@H](COC[C@H](O)CN2Cc2nccs2)O1)NCc1ccccc1Cl	-30	x	x	-2	x	x
-16	3	6	-3	4	O=C(CSc1ccc(-c2ccco2)nn1)NC1CCCCC1	15	-1	-17	-10	-1.4	9
-9	10	5	11	-2	CS(=O)(=O)N(CC(=O)Nc1ccccc1)c1cccc(Cl)c1Cl	7	-3	6	-6	3.4	4
-18	-2	9	-16	3	CN(CCO)c1ccc(-c2n[nH]c(=O)c3ccccc23)cc1[N+](=O)[O-]	14	6	18	12	-3.4	-4
-10	1	11	9	-7	Cc1cccc(C)c1NC(=O)NCc1ccco1	9	-3	-11	-4	-1.4	9
-21	1	7	-37	-9	O=C(Nc1ccc(Cl)cn1)c1ccc(COc2ccccc2Br)o1	-33	-26	-54	-3	1.1	-2
20	-1	-11	2	-9	O=C(CCCn1c(=S)[nH]c2cc3c(cc2c1=O)OCO3)N1CCN(c2ccccc2)CC1	-2	0	-1	-7	-1.2	10
18	3	-1	7	-9	COc1ccc(C(=O)Nc2nncs2)cc1S(=O)(=O)N1CCOCC1	-1	-4	7	-1	-1.2	12
-16	-5	7	-2	1	CCC(C)NC(=O)CSc1nc2ccccc2c(=O)n1-c1c(C)n(C)n(-c2ccccc2)c1=O (configuration not stated)	3	2	-2	-7	-1.2	-1
-12	-71	15	-22	6	Cc1c(C(=O)Oc2ccc(-c3cnc4ccccc4n3)cc2)cccc1[N+](=O)[O-]	-20	-2	4	-7	2.8	6
-1	2	0	2	8	O=C(NCCCNC(=O)c1ccc(-c2cccc(Cl)c2)o1)c1cnccn1	-16	-5	-2	-3	-1.6	15
-9	-2	23	1	4	CCC(CC)NC(=O)c1nn(Cc2ccccc2)c(=O)c2ccccc12	3	-10	19	8	0.1	-4
-25	-2	4	11	-4	CCN1CCN(CC(O)COCCOc2ccc(Br)cc2)CC1 (configuration not stated)	8	1	-30	-4	-0.6	8
-12	-15	10	-17	x	OC(c1cccc(Cl)c1)c1nc(-c2cc3ccccc3o2)cs1 (configuration not stated)	-47	x	4	1	1.7	9
-25	3	-4	-3	x	O=C(Nc1ccc(Br)c(Br)c1)C1CCCO1 (configuration not stated)	5	x	-15	-13	0.3	15
9	-9	-18	-80	-5	CC(C)(C)c1ccc(C(=O)Nc2cccc(S(=O)(=O)NC3=NCCC3)c2)cc1	-41	5	-82	-4	-1.9	15
-19	-7	2	0	-4	CC(C)(C)c1nc(S(=O)(=O)c2ccc(Cl)cc2)c(N2CCOCC2)o1	4	0	6	16	-1.6	1
5	2	2	12	-6	O=C(CC1C(=O)NCCN1C(=S)Nc1ccccc1)Nc1ccc(F)cc1 (configuration not stated)	11	-1	-25	-5	0.0	9
-3	-8	4	6	9	CCN1CCN(C(=O)C2CCN(C(=O)c3cc4sccc4n3CC)CC2)CC1	14	2	-6	-10	-0.8	8
17	4	1	-7	4	Cc1ccc(S(=O)(=O)N2CCC(C(=O)NCC3CCCO3)CC2)cc1 (configuration not stated)	13	-8	2	-4	-1.3	2
-9	-4	8	12	4	CCCCc1ccc(NC(=O)CN2NS(=O)(=O)c3ccccc3C2=O)cc1	7	-10	5	2	0.6	7

Two records picked at random from the list so far, as already listed:
SRC2 inh	ABHD5-PLIN5 inh	NR2F2 inh	SRC3 inh	TLR9-MyD88 inh	SMILES	NR5A2 inv ag	EBV LMP1 NFkB	SRC1 inh	NOD2-RIPK2 inh	MC4R ag barr	MC4R antagonist
-16	3	6	-3	4	O=C(CSc1ccc(-c2ccco2)nn1)NC1CCCCC1	15	-1	-17	-10	-1.4	9
19	-1	-11	6	3	Cc1sc(NC(=O)/C=C/c2ccc(C(C)C)cc2)c(C#N)c1C	-2	-6	-13	-6	3.5	6

The listing continues:
SRC2 inh	ABHD5-PLIN5 inh	NR2F2 inh	SRC3 inh	TLR9-MyD88 inh	SMILES	NR5A2 inv ag	EBV LMP1 NFkB	SRC1 inh	NOD2-RIPK2 inh	MC4R ag barr	MC4R antagonist
-13	19	1	21	-6	Cc1c(-n2cccc2C=O)cccc1[N+](=O)[O-]	-2	-4	-1	1	1.4	-5
-20	7	-9	-6	7	COc1cccc(C(=O)Nc2cccc3c2ccc2cccn23)c1	0	-6	-49	-13	-0.9	6
0	7	6	-8	-7	CCCOc1ccc(C(F)(F)F)cc1NS(=O)(=O)c1ccc(Cl)nc1	-20	6	5	0	2.1	13
-3	-21	49*	6	-8	CCOc1cc(/C=N/Nc2nnc(C)n2N)ccc1O	55	1	9	7	-0.8	-2
7	-1	-25	5	8	Cc1cc2nnc(SCc3ccccc3)n2c(N)n1	1	-6	-12	0	1.7	4
-105	-5	-30	-14	-2	COc1ccc(NC(=O)c2ccc3snnc3c2)cc1	-114	-13	-68	2	-1.6	7
5	2	3	-21	2	CC(=O)N1CC(=O)N(c2ccccc2)C1=O	-3	-1	-9	12	-1.3	-7
1	-2	-13	0	-1	CCCNC(=O)CN(C)S(=O)(=O)c1ccc(F)cc1	18	-15	3	-12	0.3	1
-6	1	26	7	-2	COc1cc2c(c(OC)c1OC)-c1c(cc3c(c1OC)OCO3)C[C@H](C)[C@@](C)(O)C2	7	-1	0	-13	0.3	7
4	1	-4	-6	3	Cc1cc2c(cc1S(=O)(=O)N1CCN(c3ccc(Cl)cc3)CC1)OCCN2C	-10	7	5	-13	-1.2	-1
4	-4	2	-4	2	Cn1c(NC(=O)/C=C/c2ccc(Cl)c(Cl)c2)cc(=O)n(C)c1=O	-34	-24	6	-7	-1.9	2
-10	13	10	21	2	Cc1ccc(NC(=O)c2oc3ccc(S(=O)(=O)N4CCOCC4)cc3c2C)c(C)c1	11	3	-3	3	1.7	3
3	-2	-4	15	-5	COCCCNC(=O)CSc1nc2ccccc2c(=O)n1CCC(=O)NCCc1ccc(OC)c(OC)c1	-9	3	0	-10	1.0	-2
-16	1	-3	1	-10	COc1ccc(/C=C2/Sc3ccc(C(=O)N4CCc5ccccc5C4)cc3NC2=O)cc1	14	8	2	0	-0.4	-6
11	-6	-3	12	7	Cn1c(CN2CCOCC2)nc2cc(NC(=O)COc3ccccc3)ccc21	8	-22	4	5	-2.1	4
-20	-4	-1	5	1	CCN(CC)c1ccc(/C=N/NC(=O)Cc2ccc(OC)c(OC)c2)cc1	-2	2	6	4	1.1	6
4	1	-1	17	-7	CCN1CCN(C(c2cc(OC)c(OC)c(OC)c2)c2nnnn2C(C)C)CC1 (configuration not stated)	-1	3	-6	-3	0.7	1
6	-6	15	17	-2	Cc1cccc(N2C(=O)C(O)=C(C(=O)c3cccs3)C2c2cccc(Oc3ccccc3)c2)n1 (configuration not stated)	-25	-14	3	-3	-0.2	18
-6	-3	-2	2	7	COc1ccc(N(C(=O)C(C)C)S(=O)(=O)c2ccc3c(c2)n(C)c(=O)n3C)cc1	17	-9	-55	-16	-2.7	2
13	9	35	8	4	CCc1ccc(-c2nc(CN3CCC(C(=O)N4CCN(c5ccccn5)CC4)CC3)c(C)o2)cc1	4	5	-25	7	-1.3	-5
-33	-4	-7	7	-2	O=C(COC(=O)c1ccc(Cl)c(S(=O)(=O)NCc2ccccc2)c1)NC1CC1	-16	-2	4	4	-1.1	-8
1	-2	-10	-2	10	COc1ccc(/C=N/NC(=O)c2ccncc2)cc1[N+](=O)[O-]	8	-1	-1	-9	-1.0	-5
17	-2	11	18	6	CC(C)C(=O)N1CCC(CN=Cc2c(O)n(C3CCCCC3)c(=O)n(C3CCCCC3)c2=O)CC1	-14	11	17	-1	-0.1	7
-11	1	14	-49	9	COc1ccc(N=Cc2oc3ccc4ccccc4c3c2O)cc1	-16	-46	-60	6	-1.6	13

Source: PubChem (several laboratories)

These rows are one share of the data; count on the stated rates, not on these rows.
